High-throughput results deposited in PubChem by several laboratories.
GalR3 antag – human GalR3 antagonism | HEK293 GalR3-CNG cAMP membrane potential fluorescence; galR3 body fused to GalR1 C-terminus | inhibition, % at 3 µM | hit rate 0.44% among 360,000 | AID 651719;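 active = inhibition above the screen-wide average plus 3 SD, cut at about 13% in these data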;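 note: forskolin and galanin both at EC90 stimulate the cells; cAMP rise reported by CNG channel membrane potential dye signal; 0% = forskolin plus galanin with DMSO and 100% = forskolin alone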
VIM-2 inhibitor – inhibitors of Pseudomonas aeruginosa VIM-2 metallo-beta-lactamase; inhibition, % at 5.6 µM; purified VIM-2, nitrocefin hydrolysis, epi-absorbance fluorescence; AID 1527; hit rate 0.89% among 290,000;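 active = inhibition above the mean of all tested compounds plus 3 SD, cutoff set per screening run, cut at about 7.5% in these data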;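 note: red hydrolysis product quenches plate fluorescence so inhibitors raise well fluorescence; 0% = enzyme with DMSO and 100% = DMSO without enzyme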
V1aR counter – counter-screen for oxytocin receptor agonists: human V1a receptor agonists. P37288. CHO-V1R cells, Fluo-8 calcium fluorescence, agonist mode; 0% DMSO, 100% 3 nM vasopressin. activation, % at 3 µM. hit rate 0.25% among 320,000;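 active = activation above the mean activation of all tested compounds plus 3 SD, per screening run, cut at about 20% in these data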;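 note: signal is peak over basal fluorescence ratio across a 100 second FLIPR read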
Target sequence (P37288 whole entry, looked up): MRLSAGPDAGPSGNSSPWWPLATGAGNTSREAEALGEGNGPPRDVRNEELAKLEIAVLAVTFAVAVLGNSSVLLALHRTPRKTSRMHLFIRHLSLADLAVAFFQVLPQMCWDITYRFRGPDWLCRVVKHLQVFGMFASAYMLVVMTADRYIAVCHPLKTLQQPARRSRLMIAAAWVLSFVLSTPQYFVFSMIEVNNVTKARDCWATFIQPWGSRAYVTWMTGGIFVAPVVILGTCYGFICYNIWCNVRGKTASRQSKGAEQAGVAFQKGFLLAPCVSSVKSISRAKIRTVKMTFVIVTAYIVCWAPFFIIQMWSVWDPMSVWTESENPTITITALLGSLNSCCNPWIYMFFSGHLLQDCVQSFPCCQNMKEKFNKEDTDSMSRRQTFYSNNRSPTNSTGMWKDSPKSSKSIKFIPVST
PHOSPHO1 inh – inhibitors of human PHOSPHO1 phosphatase | recombinant PHOSPHO1, absorbance phosphatase assay | inhibition, % at 13.3 µM | hit rate 1.1% among 290,000; in the data active = inhibition above about 60%
Target sequence (Q8TCT1 whole entry, looked up): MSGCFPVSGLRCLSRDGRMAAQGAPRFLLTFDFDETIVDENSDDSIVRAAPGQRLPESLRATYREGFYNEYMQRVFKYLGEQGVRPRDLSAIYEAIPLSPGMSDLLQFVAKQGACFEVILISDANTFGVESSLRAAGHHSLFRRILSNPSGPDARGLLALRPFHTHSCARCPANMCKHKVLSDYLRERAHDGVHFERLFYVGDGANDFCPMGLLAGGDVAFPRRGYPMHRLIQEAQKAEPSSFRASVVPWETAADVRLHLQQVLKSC
OXTR agonist – activates the human oxytocin receptor; CHO-OTR cells, Fluo-8 calcium fluorescence; normalized: DMSO 0%, oxytocin 100%; activation, % at 3 µM; AID 2435; P30559; hit rate 0.32% among 320,000;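 active = activation above the mean of all tested compounds plus 3 SD, cutoff set per screening run, cut at about 20% in these data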;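 note: peak over basal fluorescence ratio from a 100 s FLIPR kinetic read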
Target sequence (P30559 whole entry, looked up): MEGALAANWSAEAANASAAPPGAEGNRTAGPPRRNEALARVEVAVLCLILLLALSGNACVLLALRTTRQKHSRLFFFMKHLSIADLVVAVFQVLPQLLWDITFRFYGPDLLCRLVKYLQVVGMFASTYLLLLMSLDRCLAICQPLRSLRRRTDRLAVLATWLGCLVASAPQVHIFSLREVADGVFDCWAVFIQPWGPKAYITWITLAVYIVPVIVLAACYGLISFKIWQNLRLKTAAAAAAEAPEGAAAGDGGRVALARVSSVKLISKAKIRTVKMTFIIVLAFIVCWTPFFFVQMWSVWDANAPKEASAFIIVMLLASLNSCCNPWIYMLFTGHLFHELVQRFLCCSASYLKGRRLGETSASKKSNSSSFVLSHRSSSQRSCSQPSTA
DNA FID counter – fluorescent intercalator displacement, NS3 helicase counter-screen | DNA fluorescent intercalator displacement, fluorescence | inhibition, % at 7.9 µM | hit rate 0.17% among 290,000; in the data active = inhibition above about 37%;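 note: 0% = vehicle and 100% = reference compound; higher means more ethidium bromide displaced from hairpin DNA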
HCV NS3 hel inh – blocks Hepatitis C virus NS3 helicase unwinding; hit rate 0.56% among 290,000; inhibition, % at 10.9 µM; NS3 helicase DNA unwinding, Cy5 molecular beacon fluorescence;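 active = inhibition above the mean of all tested compounds plus 3 SD, set per campaign, cut at about 35% in these data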;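 note: 0% = DMSO wells and 100% = thioflavine S control wells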
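System: HCV NS3 helicase fragment; control set: DMSO and thioflavine S; technique: Cy5 fluorescence at 0 and 60 min, beacon hairpin quenching; reagent: beacon DNA duplex substrate plus ATP; replicates: singlicate; schedule: 1 h reaction at 25 °C, ATP-initiated; medium: MOPS buffer pH 6.5 with MgCl2, DTT, Tween20, BSA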
GPR7 antagonist – blocks human GPR7 receptor signaling; P48145; GPR7-expressing cells, fluorescence antagonist assay; inhibition, % at 4.4 µM; hit rate 1.1% among 290,000; AID 1861; in the data active = inhibition above about 16%, passing the limit was not always enough;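 note: cells stimulated with the agonist NPW; 0% = agonist with vehicle and 100% = vehicle without agonist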
IMP-1 inhibitor – inhibitors of Pseudomonas aeruginosa IMP-1 metallo-beta-lactamase. purified IMP-1, nitrocefin hydrolysis, epi-absorbance fluorescence. inhibition, % at 5.6 µM. hit rate 0.45% among 290,000. AID 1556;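 active = inhibition above the mean plus 3 SD of all compounds in the same screening run, cut at about 4.5% in these data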;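 note: 0% = IMP-1 with DMSO and 100% = DMSO wells lacking enzyme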
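Assay system: purified IMP-1; Quantity: IMP-1 0.2 nM before substrate addition; Medium: HEPES buffer pH 7.1 with ZnSO4 and Brij 35; Incubation: 15 min enzyme–compound preincubation, then 25 min nitrocefin reaction, 25 °C; Signal: fluorescence quenching readout, ex 480/em 530 nm; Controls: DMSO with and without IMP-1; Repeats: singlicate testing.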
Numbers without * were called inactive; · = not tested or not shown; & = joins results of further samples.

SMILES	GalR3 antag	VIM-2 inhibitor	V1aR counter	PHOSPHO1 inh	OXTR agonist	DNA FID counter	HCV NS3 hel inh	GPR7 antagonist	IMP-1 inhibitor
COc1ccc(Cl)cc1NC(=O)NCc1ccco1	-5	-1.6	1.1	31	-0.3	-2	-11	-15	-2.2
Cc1cccc(OCCn2c(-c3ccco3)nc3ccccc32)c1	-7	0.0	0.2	23	-2.0	-20	1	2	-3.1
Cc1ccc(C)c(NC(=S)N/N=C2\CCc3ccccc32)c1	-7	-2.3	-1.0	-162	0.3	-18	5	-11	-3.6
Cc1c(N=C2Nc3cccc4cccc2c34)c(=O)n(-c2ccccc2)n1C	-6&-8	-0.3	0.2	17	1.0	-6	4	-12	-3.1
CCOc1cc(C(C#N)N2CCOCC2)ccc1OC (stereo unspecified)	5	-0.8	0.2	25	0.5	-1	2	-4	-0.6
O=C(CSc1nnc(-c2ccco2)n1CC1CCCO1)NC1CCCC1 (stereo unspecified)	-5	-0.2	-1.0	21	-0.5	-6	-1	-8	-6.9
CCOC(=O)c1cnn(-c2ncnc3c2cnn3Cc2ccccc2)c1N	·	-0.7	0.5	·	-0.4	0	-7	-6	-2.4
Cc1ccc(NC(=O)Cn2cnc3ccccc32)cc1C	3	-2.7	8.0	-13	9.2	2	-1	-1	-1.5
Cc1noc(C)c1-c1nc(CS(=O)(=O)c2ccccc2)no1	3	-2.4	3.3	34	-1.0	-3	7	-13	-2.6
C=C(C)CSc1ncc(-c2cccc(C(F)(F)F)c2)cn1	-4	-2.4	0.0	18	-1.1	-6	0	23	-0.2
O/N=C/CCn1c(=S)sc2ccccc21	-4	0.0	0.0	52	0.6	2	0	3	-0.6
O=C(COC(=O)c1ccc2ccccc2n1)Nc1cccc(S(=O)(=O)NC2=NCCCCC2)c1	0	-2.0	4.1	16	4.2	-20	4	-15	-2.8
COc1ccccc1OCCC(=O)OCC(=O)Nc1cc(S(=O)(=O)N(C)C)ccc1Cl	-9	0.3	1.6	8	0.1	-27	-5	0	-0.6
O=C(CN(C1CCCCC1)S(=O)(=O)c1ccccc1)NCc1ccco1	-1	-2.1	-1.4	-1	-1.7	-17	9	-14	-2.6
COc1ccc(CN(C)CC(=O)N2CCc3ccccc3C2)cc1	-9	-2.6	0.9	31	0.5	0	-3	-6	-3.8
Cc1cc(-c2n[nH]c(=S)n2/N=C/C(Br)=C/c2ccccc2)n[nH]1	-4	-2.6	-0.1	9	0.2	-5	5	5	-1.9
O=C(NC1CCCCC1)c1ccc(COCC(F)(F)F)o1	-4	-2.0	-0.2	-5	-0.8	5	6	-3	-1.7
O=C(NC1=NCCS1)c1nc(-c2ccccc2)n(-c2ccccc2)n1	0	-2.9	9.5	20	-0.8	-13	2	-3	-2.5
O=C1C(=O)N(Cc2ccco2)C(c2cccs2)/C1=C(\O)c1cccc([N+](=O)[O-])c1 (stereo unspecified)	-6	-5.3	-1.1	58	-0.8	-9	43*	-7	-2.8
CCN(CC)C(=O)Cn1c(=O)n(-c2ccccc2)c(=O)n1CC(=O)N(CC)CC	1	-4.1	6.1	-7	0.5	-3	2	-8	-3.3
O=S(=O)(c1cccc(-c2cn3cc(Cl)ccc3n2)c1)N1CCOCC1	-7	-3.6	0.4	-14	-1.9	-9	4	4	-3.0
Cc1ccccc1NC(=S)N1CCCC1	-3	1.6	-1.1	-2	-0.8	3	-9	15	1.0
CCN1CCN(Cc2ccc(NC(=O)Nc3ccccc3OC)cc2)CC1	5	-2.7	-0.1	-6	0.8	8	-4	-5	-2.4
O=C(CNc1ccc2ccccc2c1)N/N=C/c1cc2ccccc2nc1Cl	2	22*	0.6	2	-0.4	-2	12	14	1.2
COc1ccc(/C(C)=N/N=C2/NC(=O)CC(C(=O)O)S2)cc1F (stereo unspecified)	2	-4.0	0.9	-5	0.4	-4	3	-2	-2.9
C/C(CC(=O)Nc1ccc(Cl)c(C(F)(F)F)c1)=N\NC(=O)c1cc2ccccc2cc1O	-3	-6.1	0.7	-4	0.2	2	34	-3	-4.2
Cc1nc2scc(-c3cccs3)c2c(=O)n1CC(=O)O	-3	-2.4	-0.1	3	-0.8	-3	2	-8	-3.7
N#Cc1c(-c2ccccc2)oc(=O)c2ccccc12	-9	0.7	0.8	8	-0.3	0	6	-19	-4.0
COc1ccccc1C(=O)N/C(=C/c1ccc2c(c1)OCO2)C(=O)Nc1ccc(C(=O)O)cc1	-7	-1.1	-0.2	24	0.7	-36	2	-1	-2.4
CC(=O)Nc1c(OC(C)=O)ccc2c(C)cc(=O)oc12	-3	-1.5	-0.2	15	1.0	6	-3	-7	-1.4
Cc1cc(NC(=S)Nc2cccnc2)ccc1Br	-3	-4.6	2.8	1	5.0	-3	1	-9	-2.1
COc1ccc(OC)c(S(=O)(=O)Nc2ccc3c(c2)n(C)c(=O)n3C)c1	-3	-4.2	1.9	28	2.1	-15	7	-11	-6.7
c1ccc(N=Nc2cn[nH]c2-c2ccco2)cc1	-5	-5.6	·	20	·	3	-5	-11	-1.9
COc1ccc(C(C2C(=O)CC(C)(C)CC2=O)C2C(=O)CC(C)(C)CC2=O)cc1CO	-5	0.6	·	36	·	-19	13	-8	-1.0
COc1ccc(Cl)cc1NC(=S)NCc1ccco1	-5	-3.5	9.2	-36	-0.4	0	4	-4	-1.3
O=C(N[C@@H](Cc1ccccc1)C(=O)OCC(=O)N1CCOCC1)c1cccs1	-4	0.1	0.8	-2	1.3	-3	-3	-6	-2.2
CC(C)(C)CC(=O)NC(=S)NCCc1ccccc1	-9	-0.6	-1.3	28	-1.8	-12	-9	-14	-1.4
CCOc1ccc(NC(=O)CSc2nnc(CCNC(=O)c3ccc(OC)cc3)n2C)cc1	·	-4.6	-0.2	-11	-0.9	-26	0	-12	-2.5
Cc1ccc(N2C(=O)C(CN3CCCCC3)C2c2ccccc2)cc1 (stereo unspecified)	-7	-4.2	-0.4	-1	1.0	6	-9	0	-4.9
Cc1c(C=O)c2ccccn2c1C(=O)c1ccncc1	-5	3.7	0.3	45	-0.2	-6	23	-11	-1.0
COc1ccc(CN2CCCCC2C)cc1OC (stereo unspecified)	4	-3.2	1.8	5	0.6	0	0	-7	-5.3
O=C(NCc1ccco1)c1ccccc1Nc1ccc(F)cc1	-5	-1.7	-1.4	0	-1.9	-8	-6	-4	-3.0
Cc1ccc(C(=O)O)cc1NC(=S)NC(=O)c1ccc(COc2ccccc2)cc1	-5	-1.3	0.1	-125	0.2	-21	32	15	2.4
COc1ccc(OCC(=O)N2c3ccccc3CCc3ccccc32)cc1	2	-2.6	1.1	-22	-2.1	-36	-1	1	-3.5
Cc1ccc(S(=O)(=O)N(C)C)cc1NC(=S)Nc1ccc2cn[nH]c2c1	-3	-2.7	-0.4	-28	1.0	0	10	-3	-2.1
CN(C)c1ccc(/C=c2\sc3n(c2=O)CCCN=3)cc1	0	3.1	9.0	6	6.4	21	-11	-4	-1.4
COc1cc(NC(=O)c2ccc(-c3cccc([N+](=O)[O-])c3)o2)ccc1NC(=O)C(C)C	6	-2.9	0.1	38	0.9	-30	22	-31	-3.0
CCOc1ccccc1-c1nc(-c2ccc(NC(=O)Cc3ccc(OC)cc3)cc2)no1	-2	-0.7	1.6	52	1.4	-2	-2	-10	-1.3
O=C(Nc1cccn2ncnc12)C(Cl)Cl	1	-0.9	0.0	16	1.5	0	-6	-8	-0.7
COCCNC(=O)Nc1ccc(F)cc1	0	-1.1	-0.4	18	2.1	-3	6	-9	0.5
COC(=O)c1ccccc1Oc1ccc(NC(=O)c2ccco2)cc1	-12	-3.6	2.5	38	0.4	-23	14	0	-1.4
O=C(Nc1ccc(S(=O)(=O)N2CCCC2)cc1)c1ccc2c(=O)n3c(nc2c1)CCCCC3	3	-1.4	0.9	-7	1.4	1	1	1	-2.7
CCOc1cc(CNCc2ccc(C(=O)O)cc2)ccc1OC	3	-1.6	1.4	42	0.2	4	5	-12	-1.3
NCCCC[C@H]1CNC(=S)N1CCc1cccc(F)c1	-1	-2.4	0.3	35	0.2	-2	-5	-3	-2.5
COc1ccc(CNC(=O)C(=O)NCC2OCCN2S(=O)(=O)c2ccc(C)cc2)cc1 (stereo unspecified)	-1	-4.2	0.9	13	-1.1	-20	8	12	-3.4
O=C(NCc1ccc(F)cc1)c1cc(S(=O)(=O)N2CCOCC2)ccc1F	-7	-0.1	0.4	-1	0.4	-5	-4	-4	-0.7
CC(C)CCNC(=O)CN(Cc1ccco1)C(=O)CCC(=O)Nc1nccs1	-10	-2.6	0.6	-24	1.0	-29	3	-8	-2.1
O=C(COc1ccc(Br)cc1Cl)NC1CCN(Cc2ccccc2)CC1	-4	-2.2	2.8	-32	1.5	15	-36	-6	-3.2
CC(C)(C)NC(=O)CN(Cc1cccs1)C(=O)C1COc2ccccc2O1 (stereo unspecified)	-4	-1.6	-0.3	36	-0.2	-20	1	-1	-1.3
CN(C)Cc1c(C#N)c2ccccc2n1C	-6	-3.4	-0.4	10	-1.2	0	3	3	-4.0

Not a retest: an excerpt of the list.
SMILES	GalR3 antag	VIM-2 inhibitor	V1aR counter	PHOSPHO1 inh	OXTR agonist	DNA FID counter	HCV NS3 hel inh	GPR7 antagonist	IMP-1 inhibitor
Cc1ccc(N2C(=O)C(CN3CCCCC3)C2c2ccccc2)cc1 (stereo unspecified)	-7	-4.2	-0.4	-1	1.0	6	-9	0	-4.9
Cc1c(C=O)c2ccccn2c1C(=O)c1ccncc1	-5	3.7	0.3	45	-0.2	-6	23	-11	-1.0

The list goes on:
SMILES	GalR3 antag	VIM-2 inhibitor	V1aR counter	PHOSPHO1 inh	OXTR agonist	DNA FID counter	HCV NS3 hel inh	GPR7 antagonist	IMP-1 inhibitor
Cn1c(=O)c2c(nc(CN3CCN(C(=O)c4ccco4)CC3)n2Cc2cccc(Cl)c2)n(C)c1=O	-2	-4.5	0.2	9	1.1	-42	-8	-18	-1.7
Cc1ccc2[nH]c(=O)c(CN(CCN3CCOCC3)C(=O)Nc3ccccc3F)cc2c1	-3	-2.2	·	-10	·	-13	-5	-1	-1.4
Oc1ccc(NC(=S)Nc2ccc(F)cc2)cc1	-6	0.1	1.6	24	0.4	-5	-4	-5	-1.6
C=CCNc1nc(Nc2ccc([N+](=O)[O-])cc2)nc(OC)n1	-9	-1.2	-1.8	11	-2.2	-9	1	-13	-3.9
O=C(Nc1ccnn1C1CCN(C2CCOCC2)CC1)c1cccc(F)c1	-10	-1.9	0.2	10	0.7	-2	-3	-10	-0.9
CS(=O)(=O)N1CCC(C(=O)NCCC2=CCCCC2)CC1	-4	-0.6	1.0	-7	1.0	-14	14	-11	-0.5
O=C(c1ccccc1Cl)N1CCN(S(=O)(=O)c2cccs2)CC1	-2	-0.8	-0.6	41	-1.3	-9	4	-1	-2.0
CC(/C=N/NC(=O)c1nnn(-c2nonc2N)c1C)=C\c1ccccc1	-4	-0.8	-0.1	10	0.0	-5	2	3	-2.1
COc1cc(C(=O)Nc2nnc(C(C)(C)C)s2)c([N+](=O)[O-])cc1OC	-3	-0.3	0.8	14	1.5	-9	10	-4	0.2
